# Ins promoter up: insulin promoter activators in MIN6 cells, imaging, high-content screening, mouse beta cells | hit rate 0.3% among 190,000 | MIN6 insulin promoter-GFP reporter; stronger effect = higher value | z-score at 5 µM | AID 1625, 2009;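 active = z-score above 3 at 5 µM with at least 500 cells counted in the well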
# PMI inhibition: human PMI inhibitors, high substrate, primary screen, biochemical, fluorescence intensity, high mannose 6-phosphate (AID 1220); recombinant PMI enzyme, coupled fluorescence intensity; higher % means a stronger effect; one-dose inhibition, % at 20 µM; IC50 in µM for titrated hits; hit rate 0.66% among 190,000; Mannose-6-phosphate isomerase (Homo sapiens)
# MT stabilize HCS: microtubule stabilizers in HeLa cells, primary screen, imaging, high-content imaging; AID 2205, 2009; HeLa tubulin immunostaining HCS, 24 h; share of cells brighter than vehicle mean+2SD; hit rate 0.83% among 200,000; % tubulin-high responders, % at 10 µM;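 active = plate Z-score above 3 for both tubulin-high and condensed-nucleus cell shares, with cell loss under 80%, at 10 µM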;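 note: anti alpha tubulin signal scored within the nucleus-defined area of each cell; some results filed as inactive read as strong as hits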
# T cell modulator: modulators of CD8 T cell-vesicle binding, primary screen, mouse 2C CD8+ T cells, flow cytometry; 2C CD8+ T cell-vesicle binding; stronger effect = lower value; calls only at 7 µM; hit rate 0.068% among 330,000; AID 2052, 2009;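 active = response, share of CD8 T cells binding vesicles, and their 90th percentile fluorescence all below set limits, cut at about 80% in these data, passing the limit was not always enough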
#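 Material: murine 2C transgenic CD8+ T lymphocytes / Also added: QL9-peptide-loaded Drosophila micro-vesicles bearing Ld, ICAM-1 and B7-1 / Schedule: binding step 1.5 h, 37 °C, antibody labelling 20 min, ice / Signal: flow cytometry, PE anti-B7-1 (FL2) versus Alexa647 anti-CD8 (FL8), PFA-fixed / Evaluation: percent CD8+ FL2 mean versus row control / Benchmarks: naked versus QL9-loaded vesicles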
# TNAP activators: human TNAP enzyme activators, primary screen, biochemical, luminescent, no phosphate acceptor, uHTS (AID 1001). Alkaline phosphatase, tissue-nonspecific isozyme (Homo sapiens). purified TNAP, luminescent activation assay, no phosphate acceptor; higher activation fold means a stronger effect. activation fold at 20 µM, or EC50 in µM where a hit was titrated. hit rate 0.03% among 200,000; in the data active = activation fold from about 3, or a potency from the dose series; inactive = the rest, 99 in 100 with activation fold below about 1.6; note: many of its hits are not listed in these tables
# Lipid droplet: inhibitors of hepatocyte lipid droplet formation, primary screen, imaging, high-throughput imaging, BODIPY stain; inhibition, % at 6.5 µM; AML12 mouse hepatocytes, oleate lipid droplets; AID 1656, 2009; hit rate 0.4% among 240,000;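 active = lipid droplet intensity inhibited by at least 50%, with more than 500 cells counted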
#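 material = mouse AML12 hepatocyte cell line, fixed after treatment | also added = 100 µM oleic acid challenge | doses = compound at 6.5 µM only | schedule = overnight exposure | technique = Image-based BODIPY and DAPI two-channel analysis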
# bCat nuc transl: modulators of beta-catenin nuclear translocation, primary screen, imaging, HeLa cells, immunofluorescence, high-content; nuclear translocation activity, % at 5 µM; hit rate 0.3% among 190,000; AID 1665, 2009;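 active = nuclear translocation activity above 50% at 5 µM, with a well cell count of 50 or more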;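 note: per-cell ratio of nuclear to cytoplasmic median beta-catenin stain intensity; plate controls were DMSO negative control for no effect and GSK-3 inhibitor IX positive control for full effect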
#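 Signal – beta-catenin immunofluorescence imaging with DAPI · Test system – human HeLa cell line · Dosing – 5 µM primary single dose, 0.1% DMSO, 0.02–20 µM confirmation series · Measure – % activation, nuclear-to-cytoplasmic median beta-catenin signal ratio per cell · Incubation – 24 h compound exposure at 37°C, 5% CO2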
# human PMI inhibition: inhibitors of human PMI, primary screen, biochemical, fluorescence intensity, coupled assay (AID 1209); inhibition, % at 20 µM; hits with a dose series show IC50 in µM; purified PMI enzyme, coupled fluorescence intensity; higher % means a stronger effect; Mannose-6-phosphate isomerase (Homo sapiens); hit rate 0.42% among 190,000;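 note: plate controls were DMSO vehicle for no effect and wells lacking substrate for full effect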
# Autophagy mod: autophagy modulators in MEF cells, primary screen, imaging, high-content, MEF GFP-LC3. MEF GFP-LC3 puncta imaging; test concentration mostly 10 µM. calls only at 10 µM (by protocol). hit rate 0.98% among 190,000. AID 463193, 2010;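 active = percentage of spot-positive cells more than 3 SD above its plate mean, without a fluorescence outlier flag or 80% toxicity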;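 note: spot-positive cell cutoff set from DMSO-treated cells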
# Ins promoter up cell count: recorded beside Ins promoter up, whose call it bears; cell count; measured here: cytotoxicity, nuclei count;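 total cells summed across four imaged fields per well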
# Lipid droplet cells 6.5 µM: second read-out of Lipid droplet, no call of its own (marks repeat the call); cell count; measured here: cell count, cytotoxicity flag;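 cells counted across two imaged fields per well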
# bCat nuc transl cell count 5 µM: further read-out of bCat nuc transl, marked with its call; cell count; measured here: cell count, cytotoxicity flag
# T cell modulator vesicle-bound %: further read-out of T cell modulator, marked with its call; double positive events, %; measured here: CD8+ vesicle-bound cell fraction;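 binding gate set so that unloaded-vesicle control wells show 10% double positive cells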
# MT stabilize HCS Hoechst-high %: second read-out of MT stabilize HCS, no call of its own (marks repeat the call); % Hoechst-high responders; measured here: nuclear condensation Hoechst responders;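 share of cells brighter than vehicle mean plus two SD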
# MT stabilize HCS cytotoxicity %: further read-out of MT stabilize HCS, marked with its call; toxicity, %; measured here: cytotoxicity by cell density;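 0% = mean cell density of plate MIN control wells and 100% = no cells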
# Autophagy mod cell loss 18 h: second read-out of Autophagy mod, no call of its own (marks repeat the call); toxicity, %; measured here: cell loss, nuclei count;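 cell loss after 18 h compound exposure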
# Starred values were filed as active, the others as inactive; i = inactive; nt = not tested or not shown; + = active, no number. Cut-off read from the data, not from the text of the source, unless noted: active = inhibition above about 50%; inactive = the rest.
# Second line of a record: Ins promoter up	Ins promoter up cell count	PMI inhibition	MT stabilize HCS	MT stabilize HCS Hoechst-high %	MT stabilize HCS cytotoxicity %	T cell modulator	T cell modulator vesicle-bound %	TNAP activators	Lipid droplet	Lipid droplet cells 6.5 µM	bCat nuc transl	bCat nuc transl cell count 5 µM	human PMI inhibition	Autophagy mod	Autophagy mod cell loss 18 h
NC(=O)CC(NC(=O)c1ccccc1)c1ccc(N2CCC(Br)CC2)c([N+](=O)[O-])c1 (stereo not given)
    0.26	1090	nt	nt	nt	nt	i	21	nt	-9	645	-0.6	1291	nt	nt	nt
COc1cc(C)ccc1OCCCCN1CC(C)OC(C)C1 (stereo not given)
    nt	nt	-8%	1.0	1.9	2.1	i	23	1.1	18	877	-3.3	1240	-2%	i	-14
CCCC1O[C@@H]2C[C@H]3[C@@H]4CCC5=CC(=O)C=C[C@]5(C)[C@H]4[C@@H](O)C[C@]3(C)[C@]2(C(=O)CO)O1 (stereo not given in full)
    nt	nt	-25%	1.7	0.6	6.6	i	22	1	118*	663*	nt	nt	-22%	i	14
COc1ccc(CN2C(=O)c3ccccc3C2C(=O)NCc2cccnc2)c(OC)c1 (stereo not given)
    -0.11	1392	10%	3.8	0.7	0.6	i	21	1.1	nt	nt	-4.5	960	5%	+	6.4*
CN1CCN(c2ccc(Cl)cc2NC(=O)c2nn(-c3ccccc3)c(=O)c3ccccc23)CC1
    -0.3	1237	-3%	5.0	4.2	1.3	nt	nt	1.1	nt	nt	1.8	756	-1%	i	-25
COCCn1c(NC(=S)NC(=O)C23CC4CC(CC(C4)C2)C3)cc(=O)[nH]c1=O
    -0.61	1057	nt	nt	nt	nt	i	57	nt	0	699	-1.5	1467	nt	nt	nt
O=C(O)/C=C/c1cccc(NS(=O)(=O)c2ccccc2)c1
    0.01	1362	4%	2.0	1.9	6.5	i	49	1	-1	546	-2.4	1099	17%	i	3
CCCCCCn1cc(C(=O)OCC)c(=O)c2cc(F)c(F)cc21
    -0.4	1093	nt	nt	nt	nt	i	27	nt	2	739	0.0	1305	nt	nt	nt
Fc1ccccc1C(c1nnnn1C1CCCC1)N1CCN(Cc2ccccc2)CC1 (stereo not given)
    nt	nt	-24%	1.3	1.0	5.9	i	35	1	-26	732	2.1	451	-22%	i	-5
CCCOC(=O)c1cccc(NC(=O)C(C)(C)C)c1
    0.55	1595	9%	3.3	3.1	4.3	i	46	1	-15	604	0.4	1096	15%	i	-7
Cc1cccc(CN2C(=O)c3ccccc3Sc3ccc(C(=O)O)cc32)c1
    0.53	1071	nt	nt	nt	nt	i	35	nt	0	727	-0.1	1286	nt	nt	nt
CCC(C)NCCCOc1c(C)cc(C)cc1Br (stereo not given)
    -0.21	1228	-2%	2.4	2.6	3.2	i	39	1.1	10	585	2.0	536	3%	i	2
COc1ccc(S(=O)(=O)N2CCSC2)cc1C
    -0.13	1581	14%	4.8	3.2	4.4	i	47	1	-15	593	-0.1	1040	12%	i	16
CCOc1ccc(C(=O)Nc2ccccc2OC(F)F)cc1
    0.18	1665	-7%	4.2	1.6	13	i	8	1.2	2	706	-1.1	1098	-6%	i	-10
COC(=O)C1=CN(c2ccc(OC)cc2)C=C(C(=O)OC)C1c1ccc(C)c([N+](=O)[O-])c1
    0.37	1278	2%	5.0	4.6	4.1	i	33	1	-19	709	0.8	566	5%	i	10
CCOc1ccc(-c2nn(-c3ccccc3)cc2/C=C(\C#N)S(=O)(=O)c2ccccc2)cc1C
    -0.31	1484	-3%	1.6	0.7	0.3	i	21	1.2	nt	nt	3.6	1378	-4%	i	4
CC(=O)N1CCN(C(=O)COc2ccc(Br)cc2)CC1
    0.06	1389	0%	3.7	1.5	8.6	i	31	1.1	5	738	nt	nt	6%	i	-6
N/C(Cc1ccc([N+](=O)[O-])cc1)=N\OC(=O)Cc1ccc(Cl)cc1
    -0.34	1441	5%	3.2	3.0	2.3	i	44	1.1	1	683	-2.6	1220	14%	i	34
Cc1ccccc1CS(=O)(=O)CCC(=O)N1CCN(c2ccc(N3CCOCC3)nn2)CC1
    -1.1	1263	7%	4.6	2.4	4.9	i	55	1.1	-3	684	nt	nt	6%	i	34
Cc1cc(NC(=O)c2cc([N+](=O)[O-])cc([N+](=O)[O-])c2C)no1
    0.97	1129	-8%	1.3	1.9	5.4	i	9	0.9	-14	614	-0.4	1571	-21%	i	4
Cc1cccc(NC(=S)NNC(=S)NC2CCCCC2)c1C
    0.62	1447	22%	2.4	1.2	2.4	i	33	2.2	-3	737	0.7	969	28%	i	22
O=C(c1ccco1)N1N=C2CCCCCC2C1(O)C(F)(F)F (stereo not given)
    -1.6	1468	nt	1.3	2.0	0.5	i	42	1.1	7	715	-0.7	1502	nt	i	-4
CCOC(=O)c1ccc(NC(=O)CC2SC3=NCCN3C2=O)cc1 (stereo not given)
    0.35	1134	nt	nt	nt	nt	i	53	nt	18	740	-0.8	1281	nt	nt	nt
O=C(CSc1nc2ccccc2[nH]1)NCCN1CCCCC1
    nt	nt	-8%	2.5	1.8	5.4	i	23	0.9	nt	nt	nt	nt	-16%	i	-3
CCCN(S(=O)(=O)c1ccc(OCC)cc1)S(=O)(=O)c1cccs1
    0.66	1931	19%	2.1	3.2	9.0	i	45	1.1	5	652	0.2	1018	26%	i	-11
Nc1cc(=O)[nH]c(SCCNS(=O)(=O)c2ccccc2)n1
    1.1	1204	-10%	2.1	2.2	0.1	i	58	1.1	nt	nt	-1.4	912	-5%	i	-16
CCN(CC(=O)Nc1ccc(S(=O)(=O)N2CCCC2)cc1)CC(=O)Nc1cccc(OC)c1
    -0.15	1042	nt	nt	nt	nt	i	34	nt	2	724	0.2	1341	nt	nt	nt
O=C(O)c1cc2c(N3CCC(Cc4ccccc4)CC3)ncnc2s1
    -0.59	1329	-28%	2.6	1.8	7.4	i	23	1	-54	608	-0.4	1074	-21%	i	20
CC(C)C[C@H](NC(=O)c1nc[nH]c1C(=O)N1CCN(c2ccccc2)CC1)C(=O)OCc1ccccc1
    -0.26	1052	nt	nt	nt	nt	i	16	nt	-1	695	-0.8	1116	nt	nt	nt
O=C(O)CCCNC(=O)/C(=C\c1ccccc1F)NC(=O)c1ccccc1
    0.19	1596	-3%	3.5	2.7	3.1	i	48	1.1	2	703	1.2	963	-8%	i	1
Cc1ccnc(Sc2ccc([N+](=O)[O-])cc2[N+](=O)[O-])n1
    0.57	914	-8%	1.4	0.9	2.7	i	24	1.1	-15	727	-4.9	962	-10%	i	8
O=C(c1ccccc1)c1c[nH]c(C(=O)NCc2cccnc2)c1
    0.64	1601	9%	2.3	1.4	6.1	i	34	1.1	nt	nt	1.0	1370	-6%	i	16
CC(C)CCn1c(N)c(S(=O)(=O)c2cccs2)c2nc3ccccc3nc21
    -1.1	1154	21%	4.1	1.4	3.9	i	8	1.1	-54	668	0.3	1059	25%	i	-3
CCOC(=O)C1=C(c2ccccc2)NC(SCC(=O)NC2CCCCC2)=C(C#N)C1c1ccco1 (stereo not given)
    -2.6	1094	16%	2.4	1.4	8.6	i	38	1	22	780	-1.4	1166	15%	i	-14
COc1ccc(CNC(=O)CN(C)S(=O)(=O)c2ccccc2)cc1
    -1	1669	10%	4.1	1.4	5.4	i	51	1.1	4	648	-4.1	1090	7%	i	15
O=C(O)c1coc2ccccc12
    0.17	1004	-17%	1.7	1.3	6.7	i	32	1	nt	nt	-0.1	1127	-11%	i	-2
CCOC(=O)c1cc(-c2ccc(C)cc2)n(CCC(=O)N2CCN(c3ccccn3)CC2)c1C
    -0.67	1176	-1%	1.5	3.7	13	i	19	1.1	-11	603	nt	nt	15%	i	-4
CCCCN(Cc1ccccc1)C(=O)c1cnc2n(c1=O)CCS2
    nt	nt	-1%	6.6	2.2	3.2	i	5	1	nt	nt	nt	nt	-11%	i	21
Cc1cc(C)n(C(=O)c2ccc(S(=O)(=O)N3CCOCC3)cc2)n1
    -0.11	932	0%	1.2	0.8	7.9	i	59	1.1	8	772	-3.0	1254	-3%	i	-5
Cc1cc(C)nc(NS(=O)(=O)c2ccc(N3C(=O)C4C5C=CC(C5)C4C3=O)cc2)n1 (stereo not given)
    -0.01	1305	6%	5.6	2.3	5.2	i	12	1.1	12	606	-5.1	546	0%	i	7
Cc1onc(-c2ccccc2)c1C(=O)N/N=C/c1cc(Br)c(Br)o1
    0.54	1285	4%	3.6	2.2	3.9	i	8	1	6	735	nt	nt	1%	i	10
COc1cc2c(cc1OC)C(c1cccs1)NCC2 (stereo not given)
    0.23	1164	12%	3.2	2.6	7.6	i	3	1	nt	nt	-4.0	948	10%	i	-40
O=c1cc[nH]c2cc(Cl)ccc12
    1.7	1253	-5%	3.0	2.8	12	i	57	1.1	-6	721	nt	nt	1%	i	23
COc1ccc(C2/C(=C(/O)c3ccccc3)C(=O)C(=O)N2c2ncccn2)cc1OC (stereo not given)
    nt	nt	-8%	2.3	1.6	7.5	i	30	1.1	7	692	-2.0	930	-4%	i	15
